Screens as filed in PubChem BioAssay.
Vif-APOBEC3G blk – Vif-A3G binding inhibition. Q9HC16. HeLa A3G-eYFP + Vif (tagged APOBEC3G with the HIV-1 protein that degrades it), YFP fluorescence, overnight. Potency, µM (top dose mostly 46.1 µM), for the others: at the highest dose activity, negative = active, actives largely listed as inhibitors. 0.076% of 410,000 active;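 note: potency is the fitted concentration of half-maximal effect; % is set by controls: 0 for no effect and ±100 for the full control effect; nearly all actives have a fitted effect of over 60% in size; hits raise eYFP signal because A3G escapes Vif-driven loss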
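HeLa cells stably expressing Vif and C-terminally eYFP-tagged A3G, seeded overnight at 37 deg C, then exposed to compound by pintool overnight at 37 deg C. Rise in yellow fluorescence (Ex 488/Em 500-530, Acumen) marks blocked Vif-driven A3G degradation.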
USP1 inh – blocks the human USP1/UAF1 deubiquitinase complex. O94782. recombinant USP1/UAF1, Ub-Rhodamine cleavage fluorescence. Potency, µM (highest dose often 57.1 µM), for the others: at the highest dose activity change, negative = inhibition, most hits filed as inhibitors. 0.23% of 390,000 active. AID 743255; note: potency is the fitted concentration of half-maximal effect; % is set by controls: 0 for no effect and ±100 for the full control effect; nearly all actives have a fitted effect of over 60% in size; inactives centre near -12
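High-throughput fluorogenic screen: 1nM USP1/UAF1 complex, Ub-Rho substrate 150nM final, 50mM HEPES pH 7.8 with 0.5mM EDTA, 0.1 mg/ml BSA, 1mM TCEP and 0.01% Tween-20.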
RXFP1 agonist – activates the human relaxin receptor RXFP1 | HEK293T-RXFP1 cAMP TR-FRET, 30 min; response scale: percent of porcine relaxin response, buffer zero | Potency, µM (top dose mostly 57.5 µM), for the others: at the top dose activation, usual class: activators | 0.3% of 370,000 active; note: potency is the fitted concentration of half-maximal effect; % is set by controls: 0 for no effect and ±100 for the full control effect; nearly all actives have a fitted effect of over 60% in size; many of its hits are not listed in these tables
Target sequence (Q9HBX9 whole entry, looked up): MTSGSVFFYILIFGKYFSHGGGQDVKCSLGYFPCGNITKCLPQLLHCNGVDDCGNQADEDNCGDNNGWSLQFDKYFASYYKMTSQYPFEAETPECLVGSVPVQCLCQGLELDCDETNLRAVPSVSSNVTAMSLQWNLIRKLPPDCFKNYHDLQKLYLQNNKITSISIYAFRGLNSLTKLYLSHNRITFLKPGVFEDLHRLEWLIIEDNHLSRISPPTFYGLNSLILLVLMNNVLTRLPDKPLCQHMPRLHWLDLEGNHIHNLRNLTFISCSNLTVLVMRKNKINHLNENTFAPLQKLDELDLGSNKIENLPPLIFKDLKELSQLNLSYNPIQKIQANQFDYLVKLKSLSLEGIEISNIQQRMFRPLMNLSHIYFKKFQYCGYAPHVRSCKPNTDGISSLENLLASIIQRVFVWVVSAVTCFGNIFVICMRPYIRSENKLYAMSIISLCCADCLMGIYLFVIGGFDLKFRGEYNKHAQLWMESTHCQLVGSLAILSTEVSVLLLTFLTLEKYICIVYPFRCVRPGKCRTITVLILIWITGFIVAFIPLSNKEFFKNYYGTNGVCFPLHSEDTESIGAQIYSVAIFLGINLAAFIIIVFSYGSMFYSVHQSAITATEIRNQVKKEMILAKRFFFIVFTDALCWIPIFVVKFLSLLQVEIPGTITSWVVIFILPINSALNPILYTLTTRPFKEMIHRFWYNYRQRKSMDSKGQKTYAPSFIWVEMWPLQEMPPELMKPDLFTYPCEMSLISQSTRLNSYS
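cAMP rise read by TR-FRET after 30 min, 37C compound exposure (up to 58 uM) in RXFP1-transfected HEK293 cells with Ro 20174 present. EC50 from Hill-equation fits, with 29 nM porcine relaxin as 100% and buffer as basal.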
TrxR1 substrate – substrates of rat thioredoxin reductase 1 | Potency, µM (series often up to 114 µM), for inactives: at the highest dose activity change, negative = substrate turnover | 0.01% of 390,000 active | purified TrxR1 substrate turnover, NADPH consumption readout | AID 588456 | O89049; note: potency is the fitted concentration of half-maximal effect; % is set by controls: 0 for no effect and ±100 for the full control effect; nearly all actives have a fitted effect of over 50% in size
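Rat TrxR1, dispensed at 90 nM, was prereduced with 400 uM NADPH (final) for 5 min at ~22 deg C, then incubated with compound 15 min before 400 uM selenite. A first-read NADPH fluorescence drop versus no-compound background flagged substrates.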
PI4K2A inh – blocks human PI4K2A kinase activity; Q9BTU6; purified PI4K2A, ADP-Glo luminescence, 1 h; active compounds read low; activity change, negative = inhibition, % at 76.9 µM; 0.13% of 420,000 active; AID 1346378; in the data active = activity change below about -50%; inconclusive = mostly about -30% to -49%;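 note: -100% = wells without enzyme as full effect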
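In this quantitative HTS, ADP production by PI4K2A was quantified luminescently after 1 h at ambient temperature; 100 microM adenosine served as plate-quality control.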
Vif-A3F inh – blocks the Vif interaction with APOBEC3F. 0.2% of 390,000 active. AID 602313. Potency, µM (series often up to 46.1 µM), without a hit: at the highest dose activity, negative = active. HeLa A3F-eYFP + Vif (tagged APOBEC3F with the HIV-1 protein that degrades it), YFP fluorescence increase; note: potency is the fitted concentration of half-maximal effect; % of control where 0% means no effect; nearly all actives have a fitted effect of over 65% in size
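HeLa cells stably expressing A3F-eYFP plus Vif, plated and incubated overnight at 37 deg C, then exposed to compounds overnight at 37 deg C. Blocked degradation read as raised yellow fluorescence (Ex 488/Em 500-530).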
IDH1 R132H inh – blocks human mutant IDH1 R132H enzyme; O75874; IDH1-R132H enzyme, NADPH consumption, diaphorase/resazurin fluorescence; Potency, µM (series often up to 76.6 µM), for the others: at the top dose activity change, negative = inhibition, usual class: inhibitors; 0.093% of 390,000 active; AID 602179; note: potency is the fitted concentration of half-maximal effect; % is set by controls: 0 for no effect and ±100 for the full control effect; nearly all actives have a fitted effect of over 65% in size
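IDH1-R132H (0.5 ug/mL dispensed) in pH 7.5 Tris buffer was preincubated 30 min with compound, then given a substrate mix of 0.016 mM NADPH and 2 mM alpha-KG for 80 min at room temperature; remaining NADPH was read by diaphorase/resazurin fluorescence.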
LDHA block – LDHA (human) enzyme inhibition; purified LDHA, NADH/diaphorase-resazurin fluorescence; active compounds read low; activity change, % (values are at about 110 or 230 µM); P00338; 0.15% of 480,000 active; AID 1347041; in the data active = activity change below about -30%; inconclusive = mostly about -25% to -30%;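 note: plate controls were DMSO wells for no effect and wells without enzyme for full effect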
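Resorufin fluorescence (ex540/em590), read at 0 and 20 min after diaphorase/resazurin addition, reports the NADH left after a 5 min room-temperature reaction of 2 nM human LDH5 with 0.06 mM NADH and 0.2 mM pyruvate.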
Glioma ERSR ind – ER stress response induction in glioma; 0.02% of 420,000 active; U87-MG GRP78 promoter luciferase reporter, 16 h; Potency, µM, without a hit: at the top dose activation, actives largely listed as activators; AID 602332; note: potency is the fitted concentration of half-maximal effect; series mostly up to about 76 µM; % of control where 0% means no effect; nearly all actives have a fitted effect of over 35% in size
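Stably transfected U87-MG glioma cells carrying a GRP78-based luciferase sensor; 16 h compound incubation. Luminescence end-point read 10 min after Bright-Glo addition at room temperature.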
Starred values were filed as active, the others as inactive; ? = inconclusive; . = not tested or not shown; [ ] = another dose, or the depositor's remark. Unless noted, calls come from the whole dose curve; as a rule, active = well fitted curve in the direction sought with a large enough effect; inconclusive = small, poorly fitted or top-dose-only effect, or another doubt; inactive = no such curve, though single readings can be large; an effect the other way counts as inactive or inconclusive. This is a subset (hit frequency here may not be typical).

Molecule	PI4K2A inh	USP1 inh	LDHA block	TrxR1 substrate	Glioma ERSR ind	IDH1 R132H inh	Vif-A3F inh	RXFP1 agonist	Vif-APOBEC3G blk
CC(C)(C)NC(=O)COC(=O)c1ccccc1Oc1ccccc1	-4	-23%	-2	1%	2%	-4%	-1%	0.2%	-5%
Cc1c(C)c2c(cc(C)c3c(-c4ccccc4)coc32)oc1=O	2	-3%	-13	3%	-4%	7%	-6%	0.7%	-1%
CC(C)Oc1ccc(/C(O)=C2/C(=O)C(=O)N(CCN(C)C)C2c2ccco2)cc1 (configuration not stated)	2	-15%	2	9%[57.1 µM]	0%	1%	-15%	0.3%	-3%
COc1cc(Br)c(CN2CCCN(C)CC2)cc1OC	-9	-5%	-12	1%	-3%	2%	11%	1.4%	-3%
COC(=O)c1c(-c2ccc(OC)cc2)oc2ccc(-c3ccc(OC)nc3)cc12	0	1%	-10	250%[activator]	-2%	10%	-10%	20%	-12%
CCN(CC)S(=O)(=O)c1cccc(C(=O)Nc2cccnc2)c1	0	2%	1	-1%	-5%	-2%	-2%	-1.0%	2%
COc1ccc(C)cc1NC(=O)COC(=O)Cc1ccc(-c2ccccc2)cc1	18	-13%	-6	-8%	-5%	-4%	-6%	-3.9%	-7%
O=C(Cc1cccc2ccccc12)NN1C(=O)CSC1=S	-4	-19%	-1	5%[57.1 µM]	3%	-1%	5%	-2.3%	-3%
CC1Cc2ccccc2N1C(=O)c1cnc2ccccn2c1=O (configuration not stated)	0	-5%	1	-6%	0%	7%	0%	0.3%	0%
CC(C)c1ccc(NC(=S)NNC(=O)C2CC2)cc1	3	-25%	-7	-9%	-1%	-14%	-4%	-1.3%	-1%
N#Cc1c(-c2ccccc2)c(-c2ccccc2)n[nH]c1=O	0	-7%	-10	-3%	2%	4%	-8%	2.9%	?
Cc1nccn1CC(=O)c1ccc(O)c(O)c1	-2	-21%	7	-7%	-4%	-8%	2%	0.1%	0%
C=CCc1ccc(OCCOc2cccc3cccnc23)c(OC)c1	3	-26%	-7	-12%	-1%	9%	-17%	-0.4%	-1%
CN1C(=O)[C@H]2[C@@H](c3ccc(C(F)(F)F)cc3)N[C@]3(CCCN(Cc4ccc(F)cc4)C3=O)[C@H]2C1=O	9	-15%	0	.	-5%	9%	0%	.	2%
CC(=O)c1sc(NC(=O)C2COc3ccccc3O2)nc1C (configuration not stated)	3	5%	-10	-2%[57.1 µM]	-11%	-8%	1%	?	1%
Cc1ccc(C)c(N(Cc2cc3ccc(C)cc3[nH]c2=O)C(=O)c2ccco2)c1	-3	-21%	-1	7%	-1%	-19%	-11%	1.6%	0%
CCn1c(SCC(=O)NNC(=O)c2ccc(C)cc2)nnc1C(C)C	-1	-3%	0	4%	-3%	3%	7%	2.1%	0%
Cc1ccc(NC(=O)CSc2nnc(CNC(=O)c3ccco3)n2C)cc1C	1	-18%	-7	-6%	-3%	3%	-2%	0.9%	-3%
Cn1c(SCC(=O)Nc2cc(S(=O)(=O)N3CCOCC3)ccc2N2CCOCC2)nnc1-c1ccncc1	-8	-12%	-7	14%[57.1 µM]	0%	0%	9%	11%	0%
Cc1cccc(NC(=O)N(Cc2cc3cc(C)cc(C)c3[nH]c2=O)CC2COCCO2)c1 (configuration not stated)	0	-13%	-4	6%[57.1 µM]	-3%	4%	-3%	-0.2%	3%

New compounds follow:
Molecule	PI4K2A inh	USP1 inh	LDHA block	TrxR1 substrate	Glioma ERSR ind	IDH1 R132H inh	Vif-A3F inh	RXFP1 agonist	Vif-APOBEC3G blk
COc1cc2c(C(=O)N3CCN(c4ccc(F)cc4)CC3)cn(CC(C)C)c(=O)c2cc1OC	1	-16%	-13	7%	-2%	2%	1%	-1.8%	3%
O=C1/C(=C\c2ccncc2)CCc2ccccc21	?	-32%	12	-3%	-4%	2%	-6%	-0.4%	?
CC(SCC(=O)Nc1ccccc1)c1nc2ccccc2c(=O)[nH]1 (configuration not stated)	-2	-13%	-6	-7%	-1%	23%	1%	-0.7%	1%
CC1CCC2(CC1)NC(=O)N(Cc1nnc(-c3cccs3)o1)C2=O (configuration not stated)	-2	-7%	1	0%	-3%	-9%	16%	6.2%	-6%
O=C(CN1C(=O)/C(=C2/SC(=S)N(CCS(=O)(=O)O)C2=O)c2ccccc21)Nc1cccc(Br)c1	-12	-4%	4	-2%	-3%	-1%	-8%	.	1%
COC(=O)c1nnn(CC(=O)Nc2ccc(Br)c(C)c2)c1N	-2	-14%	-4	-2%	-3%	-13%	2%	0.5%	-2%
O=c1cc(-c2ccccc2Cl)oc2c(NS(=O)(=O)c3ccccc3C(F)(F)F)ccc(O)c12	0	1%	-3	6%	-6%	3%	-6%	0.0%	-6%
Cc1ccc(CNC(=O)c2sc3nc(-c4ccc(F)cc4)ccc3c2N)cc1	-5	4%	-13	-4%	17%	12%	-23%	?	-8%
Cc1cc(C)nc(N2CCCC(C(=O)Nc3nnc(C)s3)C2)n1 (configuration not stated)	7	-11%	-14	17%	-2%	-7%	5%	-0.1%	0%
CCN(CC(=O)NCc1ccc(Cl)cc1)C(=O)CSCC(=O)Nc1cccc(C)c1	-4	-12%	2	6%	-2%	0%	3%	-0.1%	-4%
Cc1cccc(-c2nc3c4ccccc4n(CC(=O)Nc4cccc(F)c4)c(=O)n3n2)c1	2	-1%	-4	4%[57.1 µM]	4%	-5%	?	-2.1%	2%
CCOCc1c(C(=O)OCC(=O)NCc2ccc(F)cc2)oc2ccccc12	1	-10%	-9	3%	-4%	2%	7%	1.8%	-1%
COC(=O)CCCNC(=O)c1ccc(OS(=O)(=O)c2cc([N+](=O)[O-])ccc2C)cc1	-7	-21%	-4	-5%[57.1 µM]	-2%	-8%	-4%	1.5%	3%
COc1ccc2c(c1OC)C(=O)OC2Nc1nc2ccccc2s1 (configuration not stated)	2	2%	0	6%[57.1 µM]	0%	9%	11%	-1.7%	1%
CCc1cccc(CC)c1NC(=O)c1cccc(S(=O)(=O)N2CCN(C)CC2)c1	7	-13%	-4	-10%	-4%	7%	6%	0.5%	0%
COc1ccc(C2C3=C(CC(C)(C)CC3=O)Oc3ncn(CCCn4ccnc4)c(=N)c32)cc1 (configuration not stated)	3	-5%	-1	-4%	-3%	3%	-8%	6.0%	-8%
Cc1cc(NC(=O)/C(C#N)=C/c2ccco2)n(-c2ccccc2)n1	-3	-2%	2	-23%[57.1 µM]	-1%	8%	-8%	0.3%	-10%
CCOC(=O)/C(=C\c1cccc(O)c1)c1nc2sc(C)c(C)c2c(=O)[nH]1	-19	-16%	4	11%[11.4 µM]	-13%	-2%	0%	0.4%	?
CCOC(=O)c1c(C)[nH]c(C)c1C(=O)CSc1nnc(-c2ccco2)n1Cc1ccccc1	8	-15%	0	-6%	0%	2%	7%	3.5%	0%
COc1ccc(S(=O)(=O)N2CCN(C)CC2)cc1	8	-19%	-6	6%	-3%	6%	-1%	2.0%	-2%

Continuation.
Molecule	PI4K2A inh	USP1 inh	LDHA block	TrxR1 substrate	Glioma ERSR ind	IDH1 R132H inh	Vif-A3F inh	RXFP1 agonist	Vif-APOBEC3G blk
O=S(=O)(NC1CCCC1)c1ccc(F)cc1F	-3	-11%	0	.	-1%	-1%	-9%	.	-4%
CCn1c(SCC(=O)c2c[nH]c3ccccc23)nc2cc(S(=O)(=O)N3CCOCC3)ccc21	2	-17%	1	-11%	-7%	4%	1%	28%	-1%
O=C(c1ccc(=O)n(Cc2ccccc2)n1)N1CCN(C/C=C/c2ccccc2)CC1	-1	-7%	-1	5%	-1%	7%	.	0.9%	-1%
CCOc1ccccc1NC(=O)c1nnn(CC(=O)Nc2ccc3c(c2)OCO3)c1N	-19	-23%	-6	1%	0%	-15%	0%	-0.5%	-1%
C=CCNC(=O)c1onc(CSc2cccc(OCC)c2)c1C(=O)O	-4	-18%	-16	5%	-1%	-6%	2%	-0.4%	-6%
Clc1ccc(C2[C@H]3CN(Cc4cccnc4)[C@H](c4ccccc4)C34CC2(c2ccccc2)C4)cn1 (some centres not stated)	-2	?	6	8%	-1%	9%	-6%	-1.4%	-3%
O=C(c1ccccc1F)N1CCN(CC2CC3C=CC2C3)CC1 (configuration not stated)	-7	-12%	-23	-2%	-6%	2%	7%	1.0%	0%
CC(=O)c1ccc(OCc2cc(C(=O)NC3CCCCC3)no2)cc1	-6	-8%	-3	-1%	0%	6%	0%	-1.1%	1%

Given as labelled records: entries from further up
> C=CCNC(=O)c1onc(CSc2cccc(OCC)c2)c1C(=O)O
  PI4K2A inh = -4
  USP1 inh = -18%
  LDHA block = -16
  TrxR1 substrate = 5%
  Glioma ERSR ind = -1%
  IDH1 R132H inh = -6%
  Vif-A3F inh = 2%
  RXFP1 agonist = -0.4%
  Vif-APOBEC3G blk = -6%
> Clc1ccc(C2[C@H]3CN(Cc4cccnc4)[C@H](c4ccccc4)C34CC2(c2ccccc2)C4)cn1 (some centres not stated)
  PI4K2A inh = -2
  USP1 inh = ?
  LDHA block = 6
  TrxR1 substrate = 8%
  Glioma ERSR ind = -1%
  IDH1 R132H inh = 9%
  Vif-A3F inh = -6%
  RXFP1 agonist = -1.4%
  Vif-APOBEC3G blk = -3%
